GAA glycogen mod = alters human alpha-glucosidase cleavage of glycogen. recombinant GAA, glycogen substrate, Amplex Red glucose oxidase fluorescence. Potency, µM (top dose mostly 76.4 µM), without a hit: at the top dose activity change, negative = inhibition, actives largely listed as inhibitors. 300,000 compounds, 0.38% hits. AID 2100;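 note: 0% = full enzyme reaction and -100% = no-enzyme basal signal; the screen sought inhibitors and activators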
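qHTS, 1536-well; enzyme 4 nM final; cpd up to 77 uM; substrate bovine liver glycogen 30 ug; 50 mM citrate/phosphate pH 5.0, 0.01% Tween-20; 37 C, 40 min; Amplex Red detection 45 min RT; Hill fit → AC50.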
TRb-SRC2 inh = TRbeta-SRC2 interaction inhibition. AID 1469. TRbeta-SRC2 peptide binding, fluorescence polarization; receptor liganded with 1 µM T3. Potency, µM (titrated, usually from 106 µM), for the others: at the top dose activity change, negative = inhibition, hits mostly inhibitors. P10828. 280,000 compounds, 0.065% hits;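 note: plate controls were bound peptide for no effect and peptide without receptor for full effect; nearly all actives have a fitted effect of over 50% in size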
Target sequence (P10828 whole entry, looked up): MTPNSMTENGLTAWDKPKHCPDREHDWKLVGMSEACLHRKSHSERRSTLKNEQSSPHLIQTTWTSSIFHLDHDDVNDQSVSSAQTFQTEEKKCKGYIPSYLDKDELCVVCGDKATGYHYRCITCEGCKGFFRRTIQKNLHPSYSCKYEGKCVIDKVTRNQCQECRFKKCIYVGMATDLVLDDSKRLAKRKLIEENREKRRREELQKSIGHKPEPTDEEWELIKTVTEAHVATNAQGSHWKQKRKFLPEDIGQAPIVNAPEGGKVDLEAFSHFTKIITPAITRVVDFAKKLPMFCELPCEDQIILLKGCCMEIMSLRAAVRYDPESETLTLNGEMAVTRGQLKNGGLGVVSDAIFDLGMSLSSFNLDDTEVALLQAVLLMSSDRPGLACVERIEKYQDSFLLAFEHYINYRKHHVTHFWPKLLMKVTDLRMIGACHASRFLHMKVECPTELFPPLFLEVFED
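Binding of a 20-amino-acid Texas Red SRC2 peptide (20 nM) to TRb ligand-binding domain (0.6 uM) with agonist T3 at 1 uM was followed by fluorescence polarization after a 5 hr room-temperature incubation.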
TexasRed fluor = Texas Red fluorescence interference in TRb-SRC2 counter-screen; TRb/SRC2 Texas Red total fluorescence interference; Potency, µM (titrated, usually from 106 µM), without a hit: top-dose fluorescence change, negative = quenching; 280,000 compounds, 0.29% hits; active = well fitted curve in either direction with a large enough effect; inconclusive = small, poorly fitted or top-dose-only effect
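Human TRb ligand-binding domain at 0.6 uM with 20 nM Texas Red SRC2 peptide in Tris buffer containing 1 uM T3 and 5% DMSO, incubated with compound 5 h at ambient temperature. Total fluorescence (555/632 nm) calculated as parallel + 2 × perpendicular.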
Numbers without * were called inactive; ? = inconclusive; [ ] = remark or other dose. Unless noted, calls come from the whole dose curve; as a rule, active = well fitted curve in the direction sought with a large enough effect; inconclusive = small, poorly fitted or top-dose-only effect, or another doubt; inactive = no such curve, though single readings can be large; an effect the other way counts as inactive or inconclusive. Unless noted, % is set by controls: 0 for no effect and ±100 for the full control effect; potency is the fitted concentration of half-maximal effect. Some of the compounds tested (hit frequency here may not be typical).

Compound | GAA glycogen mod | TRb-SRC2 inh | TexasRed fluor
Cc1ccc(C(=O)c2cn(Cc3cccc(C)c3)c3nc(C)ccc3c2=O)cc1 | -16%[76.3 µM] | 6% | -1%
CCn1c(=O)n(-c2ccc(F)c(Cl)c2)c(=O)c2c3c(sc21)CN(C(C)=O)CC3 | 7%[76.3 µM] | 3% | 4%
COc1ccc(N2CCN(C(=O)Cn3c(-c4cccs4)cc4ccccc43)CC2)cc1 | -11%[76.3 µM] | 3% | 7%
COc1cccc(CSc2nc(-c3ccccc3OC)nc3c2Cc2c(CO)cnc(C)c2O3)c1 | -9%[76.3 µM] | 7% | -1%
CC1=Nc2cc(C(=O)N3CCCCC3)ccc2Sc2ccc(C)cc21 | -8%[76.3 µM] | -5% | -2%
Cc1cccc(-c2c3c(=O)n(C)c(=O)n(C)c3c3cnc4ccccc4n23)c1 | -2%[76.3 µM] | -2% | 1%
Cc1c(CNC2CCCCCC2)c(C(=O)O)c(C)n1Cc1cccc(Cl)c1 | 3%[76.3 µM] | 4% | 0%
CCCCc1ccc(C(=O)Nc2ccc3nc(N(CC)CC)cc(C)c3c2)cc1 | -12%[76.3 µM] | 2% | -1%
Cc1ccc(CS(=O)(=O)c2ncc(Cl)c(C(=O)Nc3nc4ccc(F)cc4s3)n2)cc1 | 10%[76.3 µM] | -1% | -1%
CCc1cccc(NS(=O)(=O)c2ccc3c(c2)CC(C)N3C(=O)C2CC2)c1 (centres undefined) | -17%[76.3 µM] | 6% | -1%
CCc1ccc(CNC(=O)c2ccc3c(c2)N=C(C)c2cc(C)ccc2S3)cc1 | -15%[76.3 µM] | -3% | -2%
COc1ccc(C(=O)c2cn(Cc3ccccc3)c3ccccc3c2=O)cc1OC | 20%[76.3 µM] | 3% | 1%
Cc1ccc(Cl)cc1NC(=O)CCC(=O)N1CC(C)Sc2ccccc21 (centres undefined) | -13%[76.3 µM] | 10% | -2%
COc1ccc(CCNC(=O)c2ccc3c(c2)CCN3S(=O)(=O)c2ccccc2)cc1 | -12%[76.3 µM] | -1% | 0%
Cc1ccc(OCCCn2c(C3CC(=O)N(c4cccc(Cl)c4)C3)nc3ccccc32)c(C)c1 (centres undefined) | 9%[76.3 µM] | 2% | -1%

Molecules from the list above with four or more nitrogen atoms (two):
Compound | GAA glycogen mod | TRb-SRC2 inh | TexasRed fluor
Cc1cccc(-c2c3c(=O)n(C)c(=O)n(C)c3c3cnc4ccccc4n23)c1 | -2%[76.3 µM] | -2% | 1%
Cc1ccc(CS(=O)(=O)c2ncc(Cl)c(C(=O)Nc3nc4ccc(F)cc4s3)n2)cc1 | 10%[76.3 µM] | -1% | -1%

(continued)
Compound | GAA glycogen mod | TRb-SRC2 inh | TexasRed fluor
COc1cccc(C(=O)c2sc(Nc3ccc(C)cc3C)c(S(=O)(=O)c3ccccc3)c2N)c1 | 5%[76.3 µM] | 4% | -1%
Cc1cccc(-n2c3nc(=O)n(C)c(=O)c-3cc3c(Cl)cccc32)c1C | -2%[76.3 µM] | 0% | -1%
COc1ccc(NC(=O)CN2CCN(Cc3ccccc3Cl)S2(=O)=O)cc1Cl | 4%[76.3 µM] | 4% | 4%
Cc1cc(C)cc(NC(=O)Cc2noc3ccccc23)c1 | -43%[76.3 µM] | 2% | -1%
COC(=O)c1ccccc1NC(=O)CN1C(=O)COc2ccccc21 | 2%[76.3 µM] | 2% | -1%
Cc1cccc(NC(=O)CN2C(=O)c3cccc4cccc2c34)c1C | 11%[76.3 µM] | 3% | 6%
CCOc1ccc(NC(=O)Cn2c(=O)n(Cc3ccc(C(=O)NCc4ccc5c(c4)OCO5)cc3)c(=O)c3ccccc32)cc1 | -5%[76.3 µM] | -4% | 0%
CCc1ccc(N(CC)C(=O)Cn2c(=O)oc3ccccc32)cc1 | -9%[76.3 µM] | 7% | -2%
COc1ccccc1CNC(=O)Cn1ncc2c(C)n(Cc3ccccc3Cl)c(C)c2c1=O | -16%[76.3 µM] | 7% | 0%
CC1CCc2c(sc3nnn(Cc4ccccc4)c(=O)c23)C1 (centres undefined) | -9%[76.3 µM] | -2% | 3%
COc1ccc(Cn2c(SCc3ccc(C(=O)NCc4ccc(C)cc4)cc3)nc3cccnc32)cc1 | -7%[76.3 µM] | -1% | ?
CCc1ccc(CNC(=O)C2CCCN(c3nnc(C)c4c(C)n(-c5ccccc5)nc34)C2)cc1 (centres undefined) | -7%[76.3 µM] | -3% | 0%
COc1cc2c(=O)c(S(=O)(=O)c3ccccc3)cn(CC(=O)Nc3ccccc3C)c2cc1OC | -4%[76.3 µM] | -7% | -2%
Cc1n[nH]c(C)c1S(=O)(=O)N(CC(=O)NCc1ccccc1Cl)c1ccc(C(C)C)cc1 | 6%[76.3 µM] | -4% | -1%
CC(C)NC(=O)c1cc2c(Cl)nc3ccccc3c2s1 | -5%[76.3 µM] | -5% | 0%
CCSc1nc2sc3c(c2c(=O)n1-c1ccc(C)cc1)CCCC3 | 16%[76.3 µM] | -1% | -12%
Cc1cc2c(cc1S(=O)(=O)C(C)CC(=O)NC1CCC(C)CC1)OCC(=O)N2 (centres undefined) | -1%[76.3 µM] | 3% | -6%
Cc1ccc(-c2c(C)n3c4c(=O)n(C)c(=O)n(C)c4nc3n2-c2cccc(O)c2)cc1 | -5%[76.3 µM] | -6% | 11µM*[quencher]
Cc1ccc(CNCc2ccccc2Cl)s1 | -14%[76.3 µM] | 2% | -3%
COc1ccccc1N1CCN(C(CNC(=O)C(=O)NCCc2ccccc2)c2cccnc2)CC1 (centres undefined) | -6%[76.3 µM] | -2% | -22%
Cc1cccc(OCCSc2nc3ccccc3n2CC(=O)N2CCCCC2)c1C | 12%[76.3 µM] | -1% | -2%
COC(=O)c1c(-c2cccs2)csc1NC(=O)c1ccc(Cl)cc1 | -6%[76.3 µM] | -1% | 7%
Cc1ccc(NC(=O)Cn2c(=O)n(-c3ccccc3)c(=O)c3c4c(sc32)CCCC4)cc1 | -15%[76.3 µM] | 1% | 5%
COc1cccc(-n2c(=O)c3c4c(sc3n(Cc3ccc(F)cc3Cl)c2=O)CCCC4)c1 | 0%[76.3 µM] | 7% | 9%
COc1ccc(CNCc2ccc(C(=O)O)s2)cc1 | -14%[76.3 µM] | 11% | -1%
Cn1c(=O)c2c(-c3ccccc3Cl)n(-c3cc(Cl)ccc3O)cc2n(C)c1=O | -11%[76.3 µM] | -12% | 7%
COc1ccc(-c2nnc(SCC(=O)Nc3ccccc3C)o2)cc1OC | 11%[76.3 µM] | 3% | 0%
COc1cc(OC)c(NC(=O)Cn2ncn3c(cc4cc(C)ccc43)c2=O)cc1Cl | -4%[76.3 µM] | 5% | 4%
CCOC(=O)c1cnc2ccc(OCC)cc2c1N1CCN(c2ccccc2F)CC1 | -11%[76.3 µM] | 3% | 4%
COc1cccc(C2CC(=O)N(c3ccc(F)cc3)C3=C2C(=O)OC3)c1OC (centres undefined) | -20%[76.3 µM] | -4% | 0%
COc1ccccc1Nc1cc(C(=O)NCc2cccs2)c2ccccc2n1 | 5%[76.3 µM] | -2% | -1%
COC(=O)COc1ccc(C2C(C(=O)OC)=C(C)NC3=C2C(=O)c2ccccc23)cc1OC (centres undefined) | ? | -6% | -2%
CCOc1ccc(N(Cc2cc3cc(C)ccc3[nH]c2=O)C(=O)c2cccc(Cl)c2)cc1 | 8%[76.3 µM] | 2% | 2%
CCC1CN(C(=O)N2CCC(C(=O)NCc3cccs3)CC2)c2cc(C)ccc2O1 (centres undefined) | -9%[76.3 µM] | -8% | -5%
CCCN1CCN(CCNC(=O)Nc2cc(Cl)c(OC)cc2OC)CC1 | -10%[76.3 µM] | -6% | -1%
Cc1cc(C)cc(NC(=O)CCCc2nnc3n(CC(C)C)c(=O)c4sccc4n23)c1 | -9%[76.3 µM] | -2% | -2%
CCOc1cc(C2c3c(-c4ccccc4O)n[nH]c3C(=O)N2CCc2ccccc2)ccc1O (centres undefined) | -6%[76.3 µM] | -5% | -59%
COc1ccccc1N1CCN(c2nc3c(S(=O)(=O)c4ccc(C)c(C)c4)nnn3c3ccc(Cl)cc23)CC1 | -8%[76.3 µM] | -4% | ?
Cc1cc(OC(C)C(=O)Nc2sc3c(c2C(N)=O)CCCC3)ccc1Cl (centres undefined) | 13%[76.3 µM] | -2% | -1%
CCc1cccc(CC)c1NC(=O)CN1C(=O)C(=O)c2ccccc21 | -7%[76.3 µM] | -5% | ?
CCCOc1ccc(C2CC(=O)Nc3c2c(=O)n(C)c(=O)n3C)cc1OC (centres undefined) | ? | -8% | 0%
COC(=O)c1cc2oc3ccccc3c2n1Cc1cc(C)ccc1C | 6%[76.3 µM] | -9% | 22µM*[quencher]
COc1ccc(C(=O)N(Cc2cc(OC)c(OC)c(OC)c2)c2ccccn2)cc1 | 18%[76.3 µM] | -1% | 1%
COC(=O)c1cc(OC)c(OC)cc1NC(=O)c1ccc2c(c1)CCN2S(C)(=O)=O | 16%[76.3 µM] | -1% | -1%
COc1ccc(NC(=O)CSc2nnc(-c3cccs3)o2)cc1 | 2%[76.3 µM] | 3% | 9%

Continued:
mol,GAA glycogen mod,TRb-SRC2 inh,TexasRed fluor
Cc1c(CNC2CCCCC2)c(C(=O)O)c(C)n1Cc1c(F)cccc1Cl,-7%[76.3 µM],2%,-4%
Cc1cccc(CNC(=O)c2oc3c(c2C)-c2nn(Cc4cccc(Cl)c4)cc2CC3)c1,-1%[76.3 µM],5%,1%
O=c1n(Cc2ccc(F)cc2)c2ccccc2c2nc(-c3ccccc3)nn12,3%[76.3 µM],-11%,-1%
Cc1ccc2nc(-c3ccc(Cl)c(NC(=O)c4ccc(Br)o4)c3)oc2c1,12%[76.3 µM],5%,-6%
COc1cccc(NC(=O)Nc2cc(-c3cn4cccnc4n3)ccc2C)c1,11%[76.3 µM],7%,-9%
COc1ccccc1N1CCN(S(=O)(=O)c2c(C)nc3sccn3c2=O)CC1,-2%[76.3 µM],-9%,-1%
CCOc1ccc(OCC)c(NC(=O)C2CCN(c3cnccn3)CC2)c1,0%[76.3 µM],-2%,8%
Cc1csc2nc(COc3ccc(NC(=O)c4ccccc4F)cc3)cc(=O)n12,11%[76.3 µM],2%,-2%
COc1cccc(-c2cn3c(n2)sc2cc(C(=O)NC4CCCCC4)ccc23)c1,17%[76.3 µM],-1%,?
COc1ccccc1N1CCN(c2ccc(-c3nc(-c4ccccc4C)no3)cc2[N+](=O)[O-])CC1,11%[76.3 µM],-2%,-1%
C=Cc1ccc(Cn2c(=O)n(-c3cccc(Cl)c3)c(=O)c3c4c(sc32)CN(C(C)=O)CC4)cc1,5%[76.3 µM],-1%,4%
COc1ccccc1CNC(=O)CCn1c(=O)c2ccccc2n(CC(=O)Nc2cccc(Cl)c2)c1=O,-11%[76.3 µM],-8%,1%
CCCCNc1nc(Oc2ccc(=O)[nH]n2)nc(N(C)C)n1,9%[76.3 µM],-2%,-1%
N#Cc1nc(-c2ccc(COc3ccccc3)o2)oc1NCc1cccnc1,?,1%,-3%
O=C(Cn1c(=O)c2ccccc2n2nncc12)Nc1cccc(F)c1,10%[76.3 µM],-2%,-1%

Compound profiles, from the list above. Order of screens: GAA glycogen mod | TRb-SRC2 inh | TexasRed fluor
Record of COc1ccccc1CNC(=O)CCn1c(=O)c2ccccc2n(CC(=O)Nc2cccc(Cl)c2)c1=O = -11%[76.3 µM] | -8% | 1%
Record of CCOc1ccc(OCC)c(NC(=O)C2CCN(c3cnccn3)CC2)c1 = 0%[76.3 µM] | -2% | 8%
Record of C=Cc1ccc(Cn2c(=O)n(-c3cccc(Cl)c3)c(=O)c3c4c(sc32)CN(C(C)=O)CC4)cc1 = 5%[76.3 µM] | -1% | 4%

Next compounds:
mol,GAA glycogen mod,TRb-SRC2 inh,TexasRed fluor
Cc1ccc(NC(=O)CCc2nnc3n(CC(C)C)c(=O)c4ccccc4n23)cc1C,-4%[76.3 µM],8%,-5%
COCCCn1c(=N)c(C(=O)NC2CCCC2)cc2c(=O)n3cccc(C)c3nc21,-3%[76.3 µM],6%,-4%
CCOc1ccc(/C=C/c2nc(C#N)c(N3CCC(C)CC3)o2)cc1,-10%[76.3 µM],5%,0%
Cc1ccc(Cl)cc1NC(=O)C1CCN(S(=O)(=O)c2cccc3nonc23)CC1,8%[76.3 µM],-1%,1%
COc1cccc(-n2cc(C(=O)NCCc3cccc(C)c3)c3ccccc3c2=O)c1,-6%[76.3 µM],-1%,?
CC(=O)Nc1ccc(S(=O)(=O)NCCS(=O)(=O)N2CCN(c3ccccc3F)CC2)cc1,0%[76.3 µM],3%,-7%
CCOc1ccc(/C=C/c2nc(C#N)c(Nc3ccc(OCC)cc3)o2)cc1,-9%[76.3 µM],2%,-2%

Compound activity: PubChem BioAssay, National Center for Advancing Translational Sciences (NCATS)
